Compound activity deposited in PubChem by several laboratories.
M1AAP inhibition = P. falciparum M1AAP inhibitors, biochemical, fluorogenic H-Leu-NHMec substrate, 1536-well (AID 1445). recombinant M1AAP, H-Leu-NHMec fluorogenic kinetic assay; higher % means a stronger effect. inhibition, % at 30 µM; hits with a dose series show IC50 in µM. hit rate 0.42% among 220,000;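 active = primary inhibition above the hit cutoff, then over 50% inhibition at one or more dose response concentrations, cut at about 23% in these data, passing the limit was not always enough; inconclusive = conflicting primary data, or primary hits not chosen for dose response; inactive = low primary inhibition, or under 50% at every dose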;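 note: plate controls were DMSO full reaction for no effect and no enzyme background for full effect; strong numbers were not always called active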
XIAP antagonists = XIAP antagonists, biochemical, IAP family, fluorescence polarization (AID 1018). XIAP BIR domain, fluorescence polarization peptide displacement; higher % means a stronger effect. one-dose displacement, % at 20 µM; IC50 in µM for titrated hits. hit rate 0.007% among 200,000; in the data active = displacement above about 50%; note: a part of the inactive calls stands beside numbers as strong as those of hits
AID2073 = disruptors of CaV2.2 binding to Mint1 – biochemical, HTRF (AID 2073); HTRF protein-protein interaction, Mint1-CaV2.2; higher % means a stronger effect; inhibition, % at 20 µM; hits with a dose series show IC50 in µM; hit rate 0.19% among 290,000; in the data active = inhibition mostly above about 51%, no sharp cut-off; inconclusive = no clear call, values can overlap the other calls; inactive = mostly below about 53%; note: some results filed as inactive read as strong as hits
PMI inhibitors = inhibitors of human PMI, primary screen, biochemical, fluorescence intensity, coupled assay (AID 1209); inhibition, % at 20 µM; hits with a dose series show IC50 in µM; hit rate 0.42% among 190,000; purified PMI enzyme, coupled fluorescence intensity; higher % means a stronger effect;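 note: plate controls were DMSO vehicle for no effect and wells lacking substrate for full effect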
LYP phosphatase = PTPN22 lymphoid phosphatase activity blockers – biochemical, fluorescence intensity, uHTS (AID 1779). hit rate 0.054% among 290,000. recombinant LYP phosphatase, fluorescence intensity; higher % means a stronger effect. one-dose inhibition, % at 11.5 µM; IC50 in µM for titrated hits;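 note: plate controls were vehicle with enzyme for no effect and no enzyme for full effect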
PMI inhibition = MPI inhibition at elevated mannose 6-phosphate – biochemical, fluorescence intensity, high mannose 6-phosphate, primary screen (AID 1220); inhibition, % at 20 µM, or IC50 in µM where a hit was titrated; hit rate 0.66% among 190,000; recombinant PMI enzyme, coupled fluorescence intensity; higher % means a stronger effect
P. falciparum M17LAP = P. falciparum M17LAP inhibitors, primary screen, biochemical, fluorogenic H-Leu-NHMec substrate, 1536-well (AID 1619) | hit rate 0.38% among 220,000 | recombinant M17LAP, H-Leu-NHMec fluorogenic kinetic assay; higher % means a stronger effect | inhibition, % at 30 µM, or IC50 in µM where a hit was titrated;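 active = compound inhibiting the enzyme by more than half at any dose during confirmatory dose-response retesting; inconclusive = strong single-dose inhibitors picked by rank but not retested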;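 note: plate controls were full reaction with DMSO carrier for no effect and no enzyme background for full effect; strong numbers were not always called active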
Dynein transport = dynein cargo transport inhibition; 3617.4 mouse cells, GR-EGFP nuclear translocation imaging; test concentration mostly 20 µM; stimulated with dexamethasone, 1 µM; stronger effect = lower value; z-score, hits read low; hit rate 0.47% among 220,000;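 active = plate z-score of nuclear minus cytoplasmic receptor signal below a set negative limit, without overly bright fluorescence or cell loss, cut at about -3.5 in these data, passing the limit was not always enough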;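 note: z-score of nuclear minus cytoplasmic ring GR-EGFP intensity difference per well; some compounds called inactive have numbers as strong as hits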
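medium = tetracycline-free induction medium containing charcoal-stripped FBS | probe or stimulus = dexamethasone, 1.0 µM final | timing = 48 h induction, then 1 h compound, then 30 min agonist, 37 °C | detection = automated 10x imaging of fixed Hoechst-stained cells | read-out basis = nuclear versus cytoplasmic GR-EGFP signal, averaged per well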
Siah-1 displacement = Siah-1 peptide-binding antagonists, primary screen, biochemical, fluorescence polarization, rhodamine-plectin, uHTS (AID 1817). Siah-1 / rhodamine-plectin peptide fluorescence polarization; higher % means a stronger effect. one-dose displacement, % at 20 µM; IC50 in µM for titrated hits. hit rate 0.02% among 290,000;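 active = displacement of at least 50% at 20 µM, with a fluorescence ratio check between 0.3 and a set limit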;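 note: plate controls were Siah plus tracer with DMSO for no effect and tracer alone without Siah for full effect; strong numbers were not always called active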
Dynein transport cytoplasmic EGFP = also measured in Dynein transport; calls as there; z-score; measured here: cytoplasmic GR-EGFP intensity; stronger effect = higher value
Dynein transport nuclear GR-EGFP = recorded beside Dynein transport, whose call it bears; z-score; measured here: nuclear GR-EGFP intensity;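 lower value marks the stronger effect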
Dynein transport cell count = recorded beside Dynein transport, whose call it bears; z-score; measured here: cell count per field
Starred values were filed as active, the others as inactive; ? = inconclusive; . = no result given. Cut-off read from the data, not from the text of the source, unless noted: active = inhibition above about 50%; inactive = the rest. A portion of the library; rates above refer to the full screens.

1: COc1ccccc1/C=N/N=C(/N)N[N+](=O)[O-]
2: Cc1ccc(N/N=C/c2c(O)n(-c3ccccc3)c(=O)[nH]c2=O)cc1
3: O=C(c1ccc(Cl)cc1)C1CCCN(Cc2cccc3cccnc23)C1 (stereo unspecified)
4: C=C1C(=O)O[C@@H]2C[C@@H](C)[C@@H]3C4OC4C(=O)[C@@]3(C)[C@@H](O)[C@H]12 (stereo partly specified)
5: O=C1NC(=O)C(=Cc2coc3ccccc3c2=O)C(=O)N1
6: CC(C)COP(=O)(OCC(C)C)C(O)c1cccnc1 (stereo unspecified)
7: CN1C[C@H](CO)C=C2c3cccc4[nH]cc(c34)C[C@H]21
8: CCOC(=O)c1c(NC(NC(=O)CF)C(Cl)(Cl)Cl)sc2c1CCCC2 (stereo unspecified)

assay / compound | 1 | 2 | 3 | 4 | 5 | 6 | 7 | 8
AID2073 | -5.5% | -9.8% | -12.2% | -34.3% | 16.2% | 3.7% | ? | -26.7%
Dynein transport | 0.183 | -0.119 | 1.03 | -3.75* | 0.0941 | -0.312 | -0.201 | -0.609
XIAP antagonists | -3.4% | -0.3% | -11.8% | . | -6.4% | -3.8% | 5.1% | -4.4%
Dynein transport nuclear GR-EGFP | 0.24 | -0.345 | 1.17 | -2.67* | -0.319 | -0.0209 | 0.0707 | -0.324
Dynein transport cell count | 0.2 | 0.209 | -0.532 | -0.232* | 0.05 | 0.44 | 0.639 | 0.513
PMI inhibition | 1.5% | -151.1% | -1.1% | . | -38.2% | -6.4% | 65.5%* | 13.4%
Siah-1 displacement | -4.1% | 3.8% | -2.6% | 15.2% | 7.5% | 3.8% | 24.3% | -0.6%
Dynein transport cytoplasmic EGFP | -0.283 | -0.166 | -0.213 | 2.39* | -0.237 | -0.246 | 0.0838 | -0.211
PMI inhibitors | 2.1% | -63.3% | -2.6% | . | -33.4% | -11.3% | 39.8% | 10.0%
P. falciparum M17LAP | 36.1% | 25.8% | . | -6.5% | 1.1% | 8.3% | -19.8% | -6.6%
M1AAP inhibition | 13.8% | 11.0% | . | -3.2% | 6.5% | 1.3% | -0.2% | 11.3%
LYP phosphatase | -3.8% | -2.2% | -8.3% | -6.7% | 4.1% | -4.3% | -24.4% | 0.4%

9: Cc1ccc2c(c1)C1CN(C)CCC1N2C(=O)c1cn(-c2ccccc2)nc1-c1ccccc1 (stereo unspecified)
10: C(#CCN1CCCCC1)COCc1ccccc1
11: COc1ccc(CCNCc2ccc(C)s2)cc1OC
12: Cc1nn(C)c(C)c1/C=C1/CC2C3CC=C4CC(O)CCC4(C)C3CCC2(C)C1=O (stereo unspecified)
13: CCOC(=O)C1(CCOc2ccccc2)CCN(Cc2ccc(C)s2)CC1
14: Cc1ccccc1C1=NCC(=O)N(CC(=O)N2CCCCC2)c2sc(C)c(C)c21
15: CC(=NC(C)c1ccccc1)c1c(O)[nH]c(=O)[nH]c1=O (stereo unspecified)
16: CN1CCN(c2ccc(C(N)=O)cc2N)CC1

assay / compound | 9 | 10 | 11 | 12 | 13 | 14 | 15 | 16
AID2073 | 11.9% | -11.0% | 11.6% | -4.6% | 5.5% | 46.5% | -5.5% | 7.0%
Dynein transport | 0.106 | 1.98 | -1.22 | -0.359 | -0.444 | 0.399 | -1.05 | -0.33
XIAP antagonists | -8.0% | -7.9% | -5.5% | 1.2% | -8.1% | -3.3% | -14.7% | -3.7%
Dynein transport nuclear GR-EGFP | 0.12 | 2.07 | -0.652 | -0.26 | -0.741 | -0.107 | -0.629 | 0.00566
Dynein transport cell count | 0.0456 | -1.72 | 0.849 | 0.299 | 1.05 | -0.305 | 1 | -0.0992
PMI inhibition | -1.9% | 11.2% | 2.4% | 7.7% | 9.3% | 12.0% | -6.9% | 0.1%
Siah-1 displacement | -1.5% | 2.2% | 6.2% | 5.5% | -2.3% | 4.5% | -2.1% | -0.3%
Dynein transport cytoplasmic EGFP | -0.195 | 0.28 | -0.272 | -0.272 | -0.359 | -0.213 | -0.228 | -0.193
PMI inhibitors | -2.0% | 8.9% | -6.8% | 2.7% | 10.6% | 7.2% | -3.7% | -7.5%
P. falciparum M17LAP | 19.9% | . | 2.0% | 19.4% | 15.8% | 3.3% | -2.1% | -11.2%
M1AAP inhibition | 2.0% | . | 1.9% | 8.1% | 0.3% | 1.2% | -3.6% | -0.1%
LYP phosphatase | -0.7% | -5.3% | -5.5% | -1.7% | -3.5% | -5.7% | 0.7% | -9.0%

An excerpt of these results, with tabs:
no.	Molecule	AID2073	Dynein transport	XIAP antagonists	Dynein transport nuclear GR-EGFP	Dynein transport cell count	PMI inhibition	Siah-1 displacement	Dynein transport cytoplasmic EGFP	PMI inhibitors	P. falciparum M17LAP	M1AAP inhibition	LYP phosphatase
13	CCOC(=O)C1(CCOc2ccccc2)CCN(Cc2ccc(C)s2)CC1	5.5%	-0.444	-8.1%	-0.741	1.05	9.3%	-2.3%	-0.359	10.6%	15.8%	0.3%	-3.5%
14	Cc1ccccc1C1=NCC(=O)N(CC(=O)N2CCCCC2)c2sc(C)c(C)c21	46.5%	0.399	-3.3%	-0.107	-0.305	12.0%	4.5%	-0.213	7.2%	3.3%	1.2%	-5.7%

More structures.
17: C=COCCn1c(C)c(C(C)=O)c2cc(O)ccc21
18: CC(C)c1ccc(O)c(CN2CCN(c3ccccc3)CC2)c1
19: O=C(CN1CCCCC1)c1ccc(F)cc1
20: c1ccc2sc(NC3=NCCN3)nc2c1
21: Cc1ccc(-n2c(C)cc(/C=C3/C(=O)NC(=O)N(Cc4ccco4)C3=O)c2C)cc1

assay / compound | 17 | 18 | 19 | 20 | 21
AID2073 | -7.7% | 7.9% | 4.7% | 2.7% | 12.6%
Dynein transport | -0.966 | -1.38 | -0.177 | -1.03 | -0.128
XIAP antagonists | -10.7% | -5.7% | . | -8.0% | -5.3%
Dynein transport nuclear GR-EGFP | -0.198 | -0.431 | 0.825 | 0.19 | -0.245
Dynein transport cell count | 0.73 | 0.354 | -1.44 | 0.636 | -0.469
PMI inhibition | 22.9% | 12.3% | . | 12.0% | -0.6%
Siah-1 displacement | -8.1% | -1.5% | 2.2% | -1.9% | 2.7%
Dynein transport cytoplasmic EGFP | -0.295 | -0.299 | -0.192 | -0.305 | -0.1
PMI inhibitors | 1.4% | 13.5% | . | -10.0% | 6.4%
P. falciparum M17LAP | 5.1% | -1.1% | 16.3% | 3.0% | -2.0%
M1AAP inhibition | 3.3% | 3.9% | 0.2% | 6.7% | 1.9%
LYP phosphatase | -6.2% | -10.4% | -2.4% | 0.7% | 19.3%

Among those listed so far, these have four or more nitrogen atoms.
1: COc1ccccc1/C=N/N=C(/N)N[N+](=O)[O-]
2: Cc1ccc(N/N=C/c2c(O)n(-c3ccccc3)c(=O)[nH]c2=O)cc1
9: Cc1ccc2c(c1)C1CN(C)CCC1N2C(=O)c1cn(-c2ccccc2)nc1-c1ccccc1 (stereo unspecified)
16: CN1CCN(c2ccc(C(N)=O)cc2N)CC1
20: c1ccc2sc(NC3=NCCN3)nc2c1

assay / compound | 1 | 2 | 9 | 16 | 20
AID2073 | -5.5% | -9.8% | 11.9% | 7.0% | 2.7%
Dynein transport | 0.183 | -0.119 | 0.106 | -0.33 | -1.03
XIAP antagonists | -3.4% | -0.3% | -8.0% | -3.7% | -8.0%
Dynein transport nuclear GR-EGFP | 0.24 | -0.345 | 0.12 | 0.00566 | 0.19
Dynein transport cell count | 0.2 | 0.209 | 0.0456 | -0.0992 | 0.636
PMI inhibition | 1.5% | -151.1% | -1.9% | 0.1% | 12.0%
Siah-1 displacement | -4.1% | 3.8% | -1.5% | -0.3% | -1.9%
Dynein transport cytoplasmic EGFP | -0.283 | -0.166 | -0.195 | -0.193 | -0.305
PMI inhibitors | 2.1% | -63.3% | -2.0% | -7.5% | -10.0%
P. falciparum M17LAP | 36.1% | 25.8% | 19.9% | -11.2% | 3.0%
M1AAP inhibition | 13.8% | 11.0% | 2.0% | -0.1% | 6.7%
LYP phosphatase | -3.8% | -2.2% | -0.7% | -9.0% | 0.7%
